MITF act: activators of MITF-driven TRPM1 promoter reporter, primary screen, cell-based, SK-MEL-5, luciferase, single point; 0.75% of 300,000 active; activation, % at 12.5 µM; SK-MEL-5 TRPM1-promoter luciferase, 24 h; % of positive control, neutral wells = 0;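 active means mean activation of at least 80% with every replicate also reaching 80%; inconclusive means mean reaches 80% but some replicate falls short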;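 further: 0% = neutral control wells and 100% = parthenolide positive control wells; values of inactives mirror those of a sister screen read the other way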
SR-BI DiI-HDL act: activators of SR-BI mediated DiI-HDL uptake, primary screen, ldlA[mSR-BI] CHO cells, DiI fluorescence | 0.096% of 320,000 active | AID 504775, 2011 | 3 h; 100 = double the neutral-control signal | activation, % at 12.5 µM;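 active means mean replicate activation of at least 60% and every replicate at or above 60%; inconclusive means mean or all-replicate condition met, but not both; inactive means mean below 60% and not all replicates reaching 60%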;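 further: 0% = median plate neutral-control signal and 100% = twice that signal; values of inactives mirror those of a sister screen read the other way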
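Material: SR-BI-overexpressing, LDLR-lacking CHO cells; schedule: compound exposure 3 h, 37 °C; reagent: DiI-labelled HDL at 10 µg/mL final; technique: bottom-read fluorescence, 550/595 nm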
Ecoli viability: E. coli V3065 growth inhibition, primary screen, counter-screen for AddAB inhibitor project, absorbance, OD600. 18 h. inhibition, % at 11.9 µM. 0.27% of 330,000 active;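 active means inhibition above the campaign's mean inhibition across all tested compounds plus 3 SD, cut at about 9.9% in these data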;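 further: uninfected addAB+ strain grown without phage in ampicillin broth; 0% = DMSO wells and 100% = ciprofloxacin 0.95 µg/ml wells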
SR-BI HDL uptake: inhibitors of SR-BI mediated HDL lipid uptake, primary screen, ldlA[mSR-BI] cells, fluorescence, single point | 0.96% of 320,000 active | ldlA[mSR-BI] CHO cells, DiI-HDL uptake fluorescence, 3 h | inhibition, % at 12.5 µM;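 active means mean replicate inhibition of at least 70% and a set share of replicates each scoring 70 or more; inconclusive means meets just one of the two criteria; inactive means fails both criteria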;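 further: 0% = median of neutral control wells and 100% = median of positive control wells; values of inactives mirror those of a sister screen read the other way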
Target sequence (Q61009 whole entry, looked up): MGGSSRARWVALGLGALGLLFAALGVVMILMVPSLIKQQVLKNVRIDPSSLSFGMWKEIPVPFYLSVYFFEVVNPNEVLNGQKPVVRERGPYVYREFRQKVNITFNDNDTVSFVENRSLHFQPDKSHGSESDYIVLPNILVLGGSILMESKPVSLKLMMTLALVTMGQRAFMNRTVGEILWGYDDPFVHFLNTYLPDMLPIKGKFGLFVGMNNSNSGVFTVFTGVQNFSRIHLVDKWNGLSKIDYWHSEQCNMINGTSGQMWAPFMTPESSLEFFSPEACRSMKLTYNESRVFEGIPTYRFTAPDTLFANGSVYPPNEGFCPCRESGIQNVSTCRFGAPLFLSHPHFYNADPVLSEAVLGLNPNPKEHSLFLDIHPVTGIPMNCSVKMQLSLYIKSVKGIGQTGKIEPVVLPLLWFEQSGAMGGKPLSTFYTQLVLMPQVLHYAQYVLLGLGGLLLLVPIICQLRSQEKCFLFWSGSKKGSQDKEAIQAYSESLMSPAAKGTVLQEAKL
CAL PDZ FP-1: CAL PDZ peptide-binding inhibitors, primary screen, biochemical, fluorescence polarization, Cer-tagged CAL PDZ, HTS | Golgi-associated PDZ and coiled-coil motif-containing protein (Homo sapiens), Q9HD26 | purified CAL PDZ, TMR-peptide fluorescence polarization, 1 h | inhibition, % at 20 µM | 0.02% of 330,000 active | AID 504414, 2011;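 active means highest replicate inhibition of at least 40%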;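 further: plate controls were DMSO neutral control wells for no effect and unlabeled competitor peptide control wells for full effect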
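Test system: tagged CAL PDZ domain / Buffer or medium: sodium phosphate/NaCl buffer pH 7.4 with TCEP, IgG, Thesit / Reagent: TMR-labelled reporter peptide T*-PRC34 bound in PDZ groove / Compound dosing: single point, 20 µM / Schedule: 1 h incubation at room temperature before polarization reading / Technique: fluorescence polarization (mP) / Benchmarks: unlabelled peptide, DMSO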
phage Ecoli inh: growth loss of phage-infected E. coli, primary screen, RecBCD inhibitor project, absorbance, with phage, HTS. AID 651602, 2012. inhibition, % at 11.9 µM. 0.26% of 360,000 active; in the data active means inhibition above about 11%
Wnt bcat act: Wnt/beta-catenin pathway activators, primary screen, cell-based, plate reader, single point. Wnt/beta-catenin reporter cell assay, activator. activation, % at 9.35 µM. 1.2% of 300,000 active; in the data active means activation above about 30%, passing the limit was not always enough; inconclusive means no clear call, values can overlap the other calls;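 further: 0% = neutral control wells and 100% = positive control wells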
Tat transport: E. coli Tat export inhibitors, primary screen, MC4100, TorA-mCherry reporter, fluorescence, single point. AID 488895, 2010. inhibition, % at 10 µM. 0.036% of 340,000 active;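 active means mean replicate inhibition at least 50% and at least half of replicates individually reaching 50%; inconclusive means only one of the two criteria met; inactive means neither criterion met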;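 further: exported cargo escapes ClpAP degradation while cytoplasmic cargo is degraded and loses fluorescence; 0% = median of neutral control wells and 100% = median of NaSCN control wells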
CAL PDZ FP-2: untagged CAL PDZ binding inhibitors, primary screen, biochemical, fluorescence polarization, HTS; purified CAL PDZ, TMR-peptide fluorescence polarization, 1 h; inhibition, % at 24.9 µM; 0.92% of 300,000 active; AID 602252, 2012;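 active means mean inhibition of at least 30% with at least half of replicates also reaching 30%; inconclusive means no clear call, values can overlap the other calls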;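 further: 0% = DMSO neutral control and 100% = excess unlabeled competitor peptide PRC23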
AddAB inh: growth inhibition of E. coli expressing H. pylori AddAB, primary screen, AddAB inhibitor project, absorbance | inhibition, % at 11.9 µM | 0.29% of 330,000 active; in the data active means inhibition above about 12%;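 further: 0% = vehicle wells of infected cells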
Active calls of the source: *; ? = inconclusive; / = not tested or not shown.

Value order: AddAB inh	Wnt bcat act	phage Ecoli inh	MITF act	CAL PDZ FP-2	Tat transport	Ecoli viability	CAL PDZ FP-1	SR-BI HDL uptake	SR-BI DiI-HDL act
> Nc1cc(N)nc(SCc2cccc(F)c2)n1
    -1.2	-2	-0.4	/	-2	5	-0.5	0.3	-21	21
> COc1ccc(-c2cc(C(F)(F)F)nc(SCC(=O)NCCN3CCOCC3)n2)cc1OC
    -0.1	/	2.3	-3	10	3	-0.2	-0.1	59	-59
> CCCc1cc(=O)n2[nH]c(SCc3ccccc3)nc2n1
    1.2	-3	3.6	/	-5	4	0.1	-3.5	-24	24
> Cc1ccccc1N(CC(N)=O)S(C)(=O)=O
    0.7	10	2.1	/	-6	4	-3.6	-1.9	4	-4
> C=CCNC(=O)C1CC1(c1cccc(C)c1)c1cccc(C)c1 (stereo not drawn)
    -0.9	42*	1.8	/	/	/	1.0	/	/	/
> CCOc1ccccc1N1CCN(C(=O)C2CSC3(C)CCC(=O)N23)CC1 (stereo not drawn)
    1.7	-3	-1.5	/	-2	-7	0.7	1.3	8	-8
> CC(C)(C)NS(=O)(=O)NC(=O)C1=C(N2CCCC2)COC1=O
    4.3	1	2.6	11	-3	16	1.8	-0.7	-12	12
> COc1ccccc1NC(=O)CN1C(=O)CC(C)S(=O)(=O)c2ccccc21 (stereo not drawn)
    2.6	1	0.6	8	-4	6	-2.0	-2.1	-12	12
> Cc1ccc(C)c(NC(=O)c2c(Cl)nc3ccccn23)c1
    2.0	/	3.0	16	-8	5	1.9	-3.7	7	-7
> CCC1=NNC(=O)C(CC(=O)Nc2ccccc2)c2cc(OC)c(OC)cc21 (stereo not drawn)
    3.7	/	5.0	12	1	2	-0.8	-0.4	0	0
> CN(C)S(=O)(=O)N1CCCC(C(=O)c2ccc(-c3ccccc3)c(F)c2)C1 (stereo not drawn)
    1.3	-1	2.7	-10	-5	13	1.2	-1.6	23	-23
> CCCC(=O)NC(C)c1nc(-c2ccc(C)cc2)no1 (stereo not drawn)
    1.7	0	3.2	23	1	-3	-1.3	0.2	-14	14
> Cc1ccc(NC(=O)c2ccc(Cl)c(S(=O)(=O)N3CCc4ccccc43)c2)nc1
    /	0	3.3	-6	/	23	/	-0.7	43	-43
> CNc1nnc(-c2ccncc2)s1
    2.6	1	2.4	12	2	-5	-0.3	-0.7	-49	49
> Cc1cc(C)n(-c2nc(Nc3ccccc3C(F)(F)F)nc(-n3nc(C)cc3C)n2)n1
    0.2	/	1.7	-9	-5	0	0.7	-3.8	-28	28
> CCOC(=O)c1ccccc1NC(=O)C1CCCO1 (stereo not drawn)
    4.2	1	-0.1	7	-2	7	2.2	/	-3	3
> Cc1nc(-c2nnc(-c3ccccc3)o2)c(C(F)(F)F)o1
    5.1	2	0.2	1	/	-11	-0.5	-3.3	-18	18
> COc1ccc(N(CC(=O)N2CCc3ccccc3C2)S(=O)(=O)c2ccccc2)cc1
    3.5	0	0.9	-3	-3	6	-2.1	0.2	0	0
> Cn1cc(S(=O)(=O)N2CCCC2)cc1C(=O)N1CCN(c2ccccc2)CC1
    -2.5	0	1.8	0	/	-2	-2.0	-1.0	-23	23
> Cc1nc2ccccn2c1/C(O)=C1\C(=O)C(=O)N(CCN(C)C)C1c1cccnc1 (stereo not drawn)
    2.2	/	1.2	-2	1	-7	1.9	/	-18	18
> COC(=O)c1cccc(NS(=O)(=O)c2ccc(OC)cc2)c1C
    2.0	/	2.7	-10	/	1	-0.7	-1.5	-14	14
> CC(C)COC(=O)n1c(SCC(N)=O)nc2ccccc21
    2.4	21	-0.8	3	-6	7	1.5	-1.7	-25	25
> Cc1noc(C)c1C(=O)OCC(=O)Nc1cccc(S(=O)(=O)N(C)C)c1
    -2.8	/	1.7	-5	-1	10	-3.7	-0.3	3	-3
> CCOC(=O)N1CCN(C(=O)C(NC(=O)C2CCC(C)CC2)C(C)C)CC1 (stereo not drawn)
    1.5	-4	1.4	-6	1	-2	-0.4	-0.4	-4	4
> CC(=O)c1ccc([C@H]2C[C@@]34CN(C(=O)OC(C)(C)C)S(=O)(=O)[C@H]3C[C@H]2O4)cc1
    2.8	-1	1.1	-8	-2	?	0.3	-0.1	-14	14
> CC(C#N)Sc1ncnc2sc(-c3ccccc3)cc12 (stereo not drawn)
    1.3	1	-2.1	9	-5	7	1.5	0.3	/	/
> CC(C)N1CCC(N2CCN(Cc3cccnc3)CC2CCO)CC1 (stereo not drawn)
    -3.7	0	-0.9	-4	-2	0	0.9	-1.3	/	/
> O=C(Cn1cccc1C(=O)c1ccccc1)NCc1cccs1
    2.5	/	-0.4	9	1	6	2.0	0.2	-13	13
> CCOc1ccc(CCNC(=O)c2ccc(C)c(N3CCCC3=O)c2)cc1OCC
    -0.8	-4	1.6	12	3	1	0.7	-2.3	57	-57
> CCOC(=O)Cn1c(-c2cccnc2Cl)nc2ccccc21
    -1.1	/	-1.2	1	/	-11	-2.7	-1.8	-5	5

2 compounds picked at random from the list so far:
Value order: AddAB inh	Wnt bcat act	phage Ecoli inh	MITF act	CAL PDZ FP-2	Tat transport	Ecoli viability	CAL PDZ FP-1	SR-BI HDL uptake	SR-BI DiI-HDL act
> Nc1cc(N)nc(SCc2cccc(F)c2)n1
    -1.2	-2	-0.4	/	-2	5	-0.5	0.3	-21	21
> CCOC(=O)c1ccccc1NC(=O)C1CCCO1 (stereo not drawn)
    4.2	1	-0.1	7	-2	7	2.2	/	-3	3

(list continues)
Value order: AddAB inh	Wnt bcat act	phage Ecoli inh	MITF act	CAL PDZ FP-2	Tat transport	Ecoli viability	CAL PDZ FP-1	SR-BI HDL uptake	SR-BI DiI-HDL act
> CCCC1CC(CCc2ccccc2)OS(=O)(=O)N1 (stereo not drawn)
    0.6	0	1.3	-4	-2	-3	1.3	-0.3	-8	8
> CCOC(=O)C(C)Oc1ccc(NC(=O)C(Cl)(Cl)Cl)cc1 (stereo not drawn)
    2.1	-1	0.9	-8	-2	-10	-1.9	-0.2	-14	14
> CC(C)c1ccc(N(CC(=O)NCCSCc2ccco2)S(C)(=O)=O)cc1
    2.8	-3	3.5	7	-2	-2	1.6	-2.0	-6	6
> COc1cc(/C=N\NS(=O)(=O)c2ccccc2)cc(OC)c1OC
    0.5	2	-0.2	/	0	-6	4.7	-0.4	34	-34
> CN(C)c1ccc(NS(=O)(=O)c2cccc(Cl)c2)cc1
    2.4	/	4.4	5	-5	-11	0.9	-0.1	-15	15
> CCOCCCN(C)C1CCN(C(=O)c2oc3ccccc3c2NC(=O)c2ccc(F)cc2)CC1
    1.6	3	0.6	2	-5	2	1.4	-2.4	5	-5
> COc1ccc2cc(-c3ccon3)ccc2c1
    1.0	14	2.5	79	0	-10	-1.9	-3.1	7	-7
> O=C(CSc1nnc(CNC(=O)c2ccccc2)o1)c1ccc(Cl)cc1
    -0.1	-4	1.8	8	-7	5	1.4	-1.1	-8	8
> COC(=O)[C@@]1(C)[C@H]2C(=O)N(Cc3ccccc3)C(=O)[C@H]2[C@H]2CN=C(SCC3CC3)N21
    -1.4	-1	0.3	-1	0	-8	-2.3	0.8	4	-4
> COc1ccc(C(=O)N/C(=C\c2ccc(SC)cc2)C(=O)NCCCn2ccnc2)cc1OC
    -2.4	-3	1.6	-6	-3	1	0.8	0.0	0	0
> Cc1cccc2nc3ccccc3nc12
    2.2	0	0.9	-8	-3	1	-1.1	-0.5	-1	1
> O=C(NC(=S)Nc1ccc(S(=O)(=O)Nc2nccs2)cc1)c1ccc(F)c(F)c1
    5.0	-6	1.5	-9	-3	3	2.9	-1.0	-6	6
> COc1ccc(NC(=O)CN2C(=O)c3ccccc3S2(=O)=O)cc1OC
    3.7	-3	1.4	-10	-2	0	-1.3	-1.8	-15	15
> CC(Sc1nnc(C2CC2)n1-c1ccccc1)C(=O)N1CCNC1=O (stereo not drawn)
    /	2	2.9	2	/	-5	/	-0.1	-12	12
> O=C(CCNC(=O)c1ccc([N+](=O)[O-])cc1)Nc1cccc(S(=O)(=O)N2CCCCCC2)c1
    -1.2	3	1.6	-5	-2	?	-0.3	0.3	40	-40
> O=C(Nc1cccc([N+](=O)[O-])c1)c1ccc(N2CCCC2=O)cc1
    3.9	4	3.6	21	69*	-5	-0.9	-0.2	47	-47
> c1ccc(Nc2nc(N3CCCC3)nc(N3CCCC3)n2)cc1
    2.1	-6	0.1	7	1	1	-1.9	-0.7	66	-66
> Cc1ccc2c(c1)nnn2C1CCN(S(=O)(=O)c2ccc(C(=O)N(C)C3CCCCC3)cc2)CC1
    4.0	-4	1.9	/	-2	6	3.0	-1.0	43	-43
> S=C(NC1CCCC1)N1CCOCC1
    -0.3	-1	2.7	0	-3	8	-1.4	-3.2	12	-12
> O=C1C(NS(=O)(=O)c2cccs2)=C(N2CCOCC2)C(=O)c2ccccc21
    3.3	-2	1.8	-23	-2	-7	-0.8	0.6	10	-10
> CCn1c(O)c(C2=c3ccccc3=NC2=O)c2cc(Br)ccc21
    2.0	0	7.8	/	/	/	-2.0	/	/	/
> CCOc1ccccc1-c1cc(-c2n[nH]c(=S)n2CC)c2ccccc2n1
    -0.6	0	-1.0	-9	-1	-1	-1.1	-0.8	45	-45
> Cc1ccc2nc(SCC(=O)N3CCN(c4ccccc4)CC3)nc(=O)n2c1
    0.1	1	3.3	-13	-6	-3	2.8	0.0	6	-6
> CC(=O)c1ccc(NC(=S)NC(=O)/C=C/c2ccccc2)cc1
    5.0	4	1.9	45	-8	15	1.5	/	-22	22
> CC(C)(C)[C@H]1COC(=O)[C@@H](NC(=O)OCC2c3ccccc3-c3ccccc32)C/C=C\C[C@@H](CC(=O)N[C@@H](CO)Cc2ccccc2)C(=O)N1
    -2.5	-5	0.5	8	-2	-2	-0.3	-0.3	34	-34
> CCOC(=O)C1CCN(C(=O)COC(=O)CCOc2ccc(C)cc2)CC1
    1.9	2	4.7	-6	-2	-2	-1.0	-2.5	-6	6
> COc1ccc(CSc2nc(O)cc(=O)n2CC(C)C)cc1F
    1.2	1	0.9	0	/	-15	1.3	-0.4	/	/
> CCOc1ccc(CN(C)C(C)C(=O)NCCc2ccc(F)cc2)cc1 (stereo not drawn)
    -1.1	5	0.3	-2	-11	-1	-1.8	0.0	0	0
> COc1ccc(OC)c(S(=O)(=O)NCC(c2ccc3c(c2)OCO3)N2CCOCC2)c1 (stereo not drawn)
    -0.2	-3	0.5	3	-6	-6	0.8	-2.4	-15	15
